High-throughput results: PubChem, National Center for Advancing Translational Sciences (NCATS)
TSHR antagonist: human thyrotropin receptor antagonism; P16473; TSHR-expressing cells, TSH-stimulated cAMP HTRF, 2 h; stronger effect = lower value; activity change, negative = inhibition, % at 11.5 µM; hit rate 0.2% among 330,000; AID 504810;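 active = activity change below a set negative limit, meaning inhibition stronger than a set level, cut at about -70% in these data; inconclusive = activity change between two set negative limits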; note: % is set by controls: 0 for no effect and ±100 for the full control effect
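Cell-based HTRF cAMP assay; TSHR cells + compound, TSH EC80 (4nM final), 2 h, 37 deg C. Lysis with anti-cAMP cryptate and cAMP-d2, 30 min RT, read 665/620 nm.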
S-ASM inh: blocks human secretory acid sphingomyelinase; P17405; Potency, µM (series often up to 57.5 µM), for inactives: at the highest dose activity change, negative = inhibition, usual class: inhibitors; AID 504937; placental ASM, HMU-PC fluorogenic substrate, 60 min; hit rate 0.006% among 340,000; note: potency is the fitted concentration of half-maximal effect
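Steps: dispense placental human ASM, pin compound, wait 10 min at room temperature, add HMU-PC0 substrate at 9 uM final, incubate 60 min at 37 °C, add stop solution raising pH to 10, read fluorescence.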
Integrin act MD: integrin-mediated muscular dystrophy alleviation activation | hit rate 0.064% among 350,000 | alpha7betagal myoblasts, beta-gal FDG fluorescence, 48 h | Potency, µM (doses to about 38.3 µM), for inactives: at the top dose activation, usual class: activators;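 note: potency is the fitted concentration of half-maximal effect; 100% = response of the positive control SU9516; nearly all actives have a fitted effect of over 60% in size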
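alpha7betagal+/- myoblasts (passage 13, 250/well) treated 48 h at 37C with compounds at 1:260 dilution of DMSO stock. Lysed, then beta-galactosidase activity read as FDG fluorescence (ex 480/em 540) after 30 min, with pre-read for autofluorescence.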
Menin-MLL TR inh: inhibitors of human menin-MLL interaction, mutant MLL peptide | Potency, µM (doses to about 61.6 µM), inactives show at the highest dose FP activity change, negative = inhibition, actives largely listed as inhibitors | O00255 | Menin + Texas Red MLL mutant peptide, fluorescence polarization | hit rate 0.23% among 270,000 | AID 1768; active = well fitted inhibition curve with a large enough effect in the polarisation, with a control signal flat, not every such curve was filed as active; inconclusive = small, poorly fitted or top-dose-only effect, or effect the other way, or a change in a side signal; inactive = no such curve, though single readings can be large or run the other way; the % refers to the polarisation; note: potency is the fitted concentration of half-maximal effect; % of control where 0% means no effect; many of its hits are not listed in these tables
Target sequence (O00255 whole entry, looked up): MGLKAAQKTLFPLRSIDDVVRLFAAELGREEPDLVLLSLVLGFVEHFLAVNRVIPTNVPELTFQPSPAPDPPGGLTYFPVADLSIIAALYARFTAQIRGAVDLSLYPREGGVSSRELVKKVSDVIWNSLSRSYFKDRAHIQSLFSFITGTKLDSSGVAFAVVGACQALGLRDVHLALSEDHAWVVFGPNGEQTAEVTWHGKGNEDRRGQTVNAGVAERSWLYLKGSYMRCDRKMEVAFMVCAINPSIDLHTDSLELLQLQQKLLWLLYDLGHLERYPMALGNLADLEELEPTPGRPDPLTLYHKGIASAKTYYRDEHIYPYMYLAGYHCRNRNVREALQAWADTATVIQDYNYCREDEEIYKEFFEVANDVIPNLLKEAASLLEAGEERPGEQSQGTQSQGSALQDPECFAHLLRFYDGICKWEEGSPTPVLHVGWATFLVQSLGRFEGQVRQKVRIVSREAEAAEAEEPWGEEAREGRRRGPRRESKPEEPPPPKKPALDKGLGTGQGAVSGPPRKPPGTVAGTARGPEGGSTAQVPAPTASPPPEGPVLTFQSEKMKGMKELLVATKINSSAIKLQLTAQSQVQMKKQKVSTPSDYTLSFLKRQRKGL
CXXC DNA block: inhibitors of human MLL CXXC domain-DNA interaction | MLL-CXXC / FITC-HOXA9 DNA fluorescence polarization | Potency, µM (top dose mostly 115 µM), for inactives: at the highest dose activity change, negative = inhibition, actives largely listed as inhibitors | hit rate 0.037% among 290,000 | AID 2662; active = well fitted inhibition curve with a large enough effect in the polarisation, with a control signal flat, not every such curve was filed as active; inconclusive = small, poorly fitted or top-dose-only effect, or effect the other way, or a change in a side signal; inactive = no such curve, though single readings can be large or run the other way; the % refers to the polarisation; note: potency is the fitted concentration of half-maximal effect
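Fluorescence polarization: 7 uM MLL-CXXC (stock) preincubated 5 min with compounds, then 50 nM fluorescein-HOX-A9 DNA (stock) added; 30 min ambient. Buffer 50 mM Tris-HCl pH 7.5, 50 mM NaCl, 1 mM DTT, 0.05% BSA.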
AT treatment: potential ataxia-telangiectasia treatments restoring KAP-1 phosphorylation; […] A-T fibroblasts, KAP-1 phosphorylation AlphaLISA; neocarzinostatin DNA damage 30 min before lysis; Potency, µM (titrated, usually from 57.5 µM), for inactives: at the highest dose activation, hits mostly activators; hit rate 0.19% among 320,000; note: potency is the fitted concentration of half-maximal effect; % of control where 0% means no effect; nearly all actives have a fitted effect of over 45% in size
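hTERT-immortalized A-T patient fibroblasts ([…]), 500 cells/well in OPTI-MEM, 1% FBS, got compounds for 60 min, then NCS for 30 min at 37C. Lysates were then assayed for phospho-KAP-1 by AlphaLISA (anti-pKAP1 donor, anti-KAP1 acceptor beads), 6 hr at 25C.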
MBNL1 CUG block: inhibitors of human MBNL1 binding to CUG repeat RNA; AID 2675; TR-FRET MBNL1-His/biotin-(CUG)12 binding, 665/545 ratio; Q9NR56; Potency, µM (series often up to 57.5 µM), for inactives: at the top dose activity change, negative = inhibition, usual class: inhibitors; hit rate 0.036% among 280,000; active = well fitted inhibition curve with a large enough effect in the signal ratio, with a control signal flat, not every such curve was filed as active; inconclusive = small, poorly fitted or top-dose-only effect, or effect the other way, or a change in a side signal; inactive = no such curve, though single readings can be large or run the other way; the % refers to the signal ratio; note: potency is the fitted concentration of half-maximal effect; % is set by controls: 0 for no effect and ±100 for the full control effect
Target sequence (Q9NR56 whole entry, looked up): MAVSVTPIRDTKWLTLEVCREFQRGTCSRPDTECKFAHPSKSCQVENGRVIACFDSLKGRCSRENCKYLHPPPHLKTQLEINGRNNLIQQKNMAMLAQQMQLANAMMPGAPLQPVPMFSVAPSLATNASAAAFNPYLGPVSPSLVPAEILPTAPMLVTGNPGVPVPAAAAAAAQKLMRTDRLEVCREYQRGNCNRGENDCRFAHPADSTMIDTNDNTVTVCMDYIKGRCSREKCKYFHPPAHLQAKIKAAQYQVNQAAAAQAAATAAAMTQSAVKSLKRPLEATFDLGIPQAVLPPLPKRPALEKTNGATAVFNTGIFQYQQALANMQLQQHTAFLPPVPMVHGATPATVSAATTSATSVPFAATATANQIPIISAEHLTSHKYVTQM
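His-tagged MBNL1 binding to biotinylated (CUG)12 RNA was measured by TR-FRET using terbium anti-His antibody (0.055 ng/ul final) and streptavidin-XL665 (5 nM final). Compounds were titrated 92 nM to 58 uM; 60 min at room temperature.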
TCR activator: activates T cell receptor signaling; primary human leukocytes, anti-CD3, IL-2 HTRF, 48 h; Potency, µM (series often up to 9.22 µM), without a hit: at the highest dose activation of IL-2 secretion, actives largely listed as activators; AID 504894; 330,000 tested, under 10 active; note: % of control where 0% means no effect
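Using a-CD3 beads without co-stimulation, primary human leukocytes were exposed to compounds for 48 hr. An HTRF IL-2 kit measured the cytokine, with europium-to-d2 energy transfer producing emission at 665nm upon 320nm excitation.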
Mito fusion act: inhibitors of mitochondrial division or activators of mitochondrial fusion; S. cerevisiae fusion-defective mutant growth rescue, CellTiterGlo 48 h; Potency, µM (top dose mostly 46.1 µM), without a hit: at the top dose growth rescue (activation), hits mostly activators; hit rate 0.23% among 320,000; AID 485298;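 note: potency is the fitted concentration of half-maximal effect; % of control where 0% means no effect; nearly all actives have a fitted effect of over 45% in size; temperature-sensitive fusion mutants such as fzo1-1 at 37 °C on non-fermentable ethanol glycerol medium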
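Luminescent cell viability in 1536-well qHTS format served as the measure of rescued growth in ts fusion-mutant S. cerevisiae cultured on non-fermentable YPEG for 48 hours at 37C.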
PTAP TSG101 blk: blocks PTAP/TSG101 interaction to inhibit HIV-1 budding; Fluorescence polarization, FITC-PTAP peptide / Tsg101 binding; Potency, µM (titrated, usually from 115 µM), for the others: at the top dose activity change, negative = inhibition, hits mostly inhibitors; 340,000 tested, under 10 active; AID 493005; active = well fitted inhibition curve with a large enough effect in the main read-out, with a control signal flat, not every such curve was filed as active; inconclusive = small, poorly fitted or top-dose-only effect, or effect the other way, or a change in a side signal; inactive = no such curve, though single readings can be large or run the other way; note: potency is the fitted concentration of half-maximal effect; % of control where 0% means no effect
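Steps: Tsg101 binding domain dispensed (10 uM final), compounds pinned in DMSO, FITC-labeled PTAP-motif peptide added (50 nM final); after 20 min binding at room temperature, polarization measured.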
Active calls of the source: *; ? = inconclusive; / = not tested or not shown; & = joins results of further samples; [ ] = dose if it differs, or a comment. Unless noted, calls come from the whole dose curve; as a rule, active = well fitted curve in the direction sought with a large enough effect; inconclusive = small, poorly fitted or top-dose-only effect, or another doubt; inactive = no such curve, though single readings can be large; an effect the other way counts as inactive or inconclusive. Some of the compounds tested. The share of hits here may be higher or lower than overall.

SMILES	TSHR antagonist	S-ASM inh	Integrin act MD	Menin-MLL TR inh	CXXC DNA block	AT treatment	MBNL1 CUG block	TCR activator	Mito fusion act	PTAP TSG101 blk
NC(=O)C1CCN(C(=O)CCCCCn2c(=O)[nH]c3ccsc3c2=O)CC1	-10	-1%	4%	4%	-6%	2%	-7%	-8%[46.1 µM]	-1%	-2%
CCNC(=S)N/N=C/c1cc(C)ccc1C	-4	/	-17%	10%	-15%	4%	7%	-9%[46.1 µM]	-1%	0%
CCN1C(=O)N[C@H](c2ccc(Br)cc2)C(C(=O)OC)=C1C	/	0%	2%	-10%[11.7 µM]	/	/	/	0%	/	-7%
CCC(=O)Nc1nnc(SCC(=O)Nc2ccc3c(c2)OCCO3)s1	-6	1%	?	/	5%	-1%	-7%	-4%	4%	-4%
O=C(Cn1nnc(-c2ccc(CN3CCOCC3)cc2)n1)NC1CCCCC1	6	0%	5%	1%	2%	-1%	1%	5%	-3%	-3%
CCOc1ccccc1N(C)C(=O)c1ccc2c(=O)n3c(nc2c1)CCCCC3	-3	-8%	0%	/	-3%	-4%	0%	0%	4%	-9%
CC(=O)OCCCN1C(=O)c2ccc(Br)cc2C1=O	3	0%	-12%	-4%	-5%	-18%	?	2%	-3%	-2%
COc1ccc(NC(=O)CSc2nnc(C)s2)cc1S(=O)(=O)N1CCOCC1	-9	0%	10%	/	/	7%	/	-3%	3%	-10%
C=CCc1cc(C)ccc1OCCOCCC(C(=O)OCC)C(=O)OCC	6	6%	-24%	4%	-5%	/	/	-3%[46.1 µM]	1%	-4%
CCCCN1C(=O)C(=O)N(CC(=O)c2cc(C)n(C3CC3)c2C)C1=O	-21	-1%	15%	/	/	7%	/	-2%	12%	0%
Cc1cc(C)n(-c2ccc(Cl)c(Cl)c2)n1	9	-2%	-15%	-14%	-3%	12%	11%	-12%	1%	-4%
O=C(NC(=O)c1ccc(Cl)cc1)Nc1cc(N2CCCCC2)ncn1	/	5%	-8%	/	/	/	/	-22%	/	-6%
COc1ccc2[nH]c(C(=O)NCCN3CCOCC3)cc2c1	16	-3%	-1%	/	4%	-5%	/	2%	-2%	-9%
Cn1c(=O)c2c(ncn2CC(=O)Nc2cc(Cl)c(Cl)cc2Cl)n(C)c1=O	2	/	/	5%	46%[activator]	0%	1%	/	-2%	/
CC(=O)N1CCN(c2ccc([N+](=O)[O-])cc2)CC1	-23	-6%	-35%	-1%	-1%	-2%	-2%	1%	-5%	2%
O=C(Nc1ccc(CN2CCCCC2)cc1)c1cccc(F)c1	-8	-3%	-38%	-26%	-2%	7%	-1%	-12%	-11%	-1%
CC1(C)Cc2ccccc2-c2nc3n(c(=O)c21)CCCS3	12	3%	?	17%	-4%	-1%	-5%	-5%	?	-5%
COc1ccc(OCCNC(=O)Nc2cc(F)c(F)cc2Cl)cc1	-9	-1%	-10%	23%	3%	4%	4%	1%	-4%	-3%
CCOC(=O)c1ccccc1NC(=O)CN1C(=O)CCS(=O)(=O)c2ccccc21	-2	-2%	-4%	-13%	-5%	4%	-4%	0%	-3%	-6%
COc1ccc(S(=O)(=O)NC(N)=NCCc2ccccc2)cc1	28	4%	?	-11%	8%	-1%	-1%	9%	-1%	0%
CCOC(=O)Cc1csc(NC(=O)CSc2nnc3ccccn23)n1	-1	-3%	-8%	13%	13%	1%	-1%	2%	7%	-3%
COc1ccc(CN(Cc2ccncc2)C(=O)CCC(=O)O)cc1	1	-3%	-1%	-7%	-1%	-1%	-8%	3%	-1%	1%
COc1ccc2c(c1)C(=O)CC(c1ccccc1F)O2 (stereo not drawn)	-21	156%[activator]	-18%	-17%	0%	9%	3%	-2%	1%	-4%
CCN(CC(=O)Nc1ccccc1OC)C(=O)CSCc1ccc(C)cc1	7	0%	3%	/	/	-6%	/	6%	14%	-2%
CC(C)CN(C(=O)Cn1c(=O)cnc2ccccc21)C1CCS(=O)(=O)C1 (stereo not drawn)	-3	9%	-8%	/	/	1%	/	-8%	-1%	-1%
COc1cc(NC(=O)c2ccccc2[N+](=O)[O-])c(C(=O)O)cc1OC	-1	1%	14%	27%	6%	6%	?	4%	-1%	0%
CN(C)S(=O)(=O)Nc1ccccn1	13	2%	8%	-7%	-10%	?	-3%	-2%	9%	1%
CN(c1ccccc1C(=O)O)S(=O)(=O)c1ccc2[nH]c(=O)[nH]c2c1	-2	3%	-11%	12%	-2%	-9%	-3%	-3%	7%	-2%
Cc1sc2ncnc(SCC(=O)NC3CC3)c2c1C	5	2%	-13%	-7%	-8%	/	-1%	/	0%	/
Cc1ccc(NC(=O)CN(C)C(=O)COC(=O)c2nccnc2N)cc1	6	458%[activator]	?	/	/	4%	/	64%	1%	-5%
Cc1cc(C)nc(Sc2nc(Cl)nc(N(c3ccccc3)c3ccccc3)n2)n1	50	5%	-1%	-11%	-4%	0%	1%	3%	0%	-7%
CC(C)(C)NC(=O)C(c1cccs1)N(C(=O)C(=O)NC1CCCC1)c1ccccc1F (stereo not drawn)	-3	6%	?	5%	9%	-3%	3%	-4%	2%	0%
Cc1sc2ncn(CC(=O)N3CCN(c4ccccn4)CC3)c(=O)c2c1S(=O)(=O)N1CCCCC1	-1	10%	13%	-13%	-6%	-3%	-8%	0%	6%	0%
CCOC(=O)CSc1nnc2c3ccccc3n(CC)c2n1	-9	-3%	9%	-9%	-1%	7%	32%[activator]	1%	5%	-5%
C=C1C(C(=O)Nc2cccc(OC)c2)C1C(=O)Nc1cccc(OC)c1 (stereo not drawn)	3	-3%	-19%	6%	9%	-6%	-9%	-1%	-2%	-4%
NC(=Nc1ccc(Br)cc1)c1ccccc1	4	7%	2%	17%	-4%	5%	2%	7%	-3%	-3%
O=C(/C=C/c1ccccc1)NC(=S)Nc1ccccc1O	3	11%	-58%[inhibitor]	?	24%	3%	-5%	0%	-12%	-13%
O=C(c1cccs1)N1CCc2c([nH]c3ccccc23)C1c1ccccn1 (stereo not drawn)	-2	-3%	?	-3%	3%	4%	-1%	0%	3%	-7%
CN1CCc2ccccc2Cc2[nH]c3ccccc3c2CC1	-24&3	3%	/	-12%	12%	6%	/	9%	?	1%
CCN(CC(=O)NCc1cccs1)C(=O)c1cc(=O)[nH]c2ccccc12	/	0%	3%	/	/	14%	/	-2%	/	-3%
Cc1cc(C(=O)CN2C(=O)NC(CCS(C)(=O)=O)C2=O)c(C)n1C1CC1 (stereo not drawn)	1	2%	-29%	/	/	-2%	/	8%	/	-6%
Cc1nnc(NC2=NCCC2)o1	57	3%	3%	3%	-10%	13%	-6%	-17%	-5%	-2%
CCSc1nc2c(c(=O)[nH]c(=O)n2C)n1Cc1ccc(Cl)cc1	4	0%	-2%	-4%	3%	-7%	3%	2%	-3%	-2%
Cc1ccccc1NC(=O)C1CCN(S(=O)(=O)c2ccc3c(c2)NC(=O)C(C)S3)CC1 (stereo not drawn)	-12	-4%	-9%	/	20%	19%	0%	4%	3%	1%
CC(=O)Nc1ccc(S(=O)(=O)NNC(=O)CCC(=O)Nc2cc(C)ccc2C)cc1	11	2%	10%	5%	8%	3%	-12%	2%[46.1 µM]	-3%	0%
O=C(Nc1ccccc1)[C@@H]1[C@@H]2C(=O)N(c3ccc(F)cc3)C(=O)[C@@H]2[C@H]2C=CC=NN21	8	-2%	12%	/	-9%	-4%	/	-4%	-1%	-4%
Cc1cc(C)cc(NC(=O)Nc2c(Br)cnn2C)c1	2	4%	-8%	20%	23%	-8%	-12%	-8%	?	60%[activator]
O=C(CCc1ccccc1)NC1CCS(=O)(=O)C1 (stereo not drawn)	32	3%	21%	/	/	-9%	/	-2%	1%	0%
CCO[C@H]1OC(C(=O)Nc2ccccc2)=C[C@@H](C2CC2)[C@@H]1CCCO	0	2%	9%	-10%	23%	/	-5%	3%	3%	/
CCn1c(=O)cc(OCC(=O)Nc2cc(C)ccn2)c2ccccc21	5	-3%	-1%[7.66 µM]	-15%	-7%	-1%	?	-6%[46.1 µM]	6%	-10%
Cn1cc(-c2nnnn2-c2ccc(Cl)cc2)c(=O)c2ccccc21	1	1%	-2%	5%	14%	/	-8%	1%	-4%	-8%
O=C(Nc1ccc(F)c(F)c1)c1ccc2c(c1)OCO2	-11	-4%	-17%	-11%	15%	-15%	20%	-4%	0%	-8%
